Screening data: PubChem, Emory University Molecular Libraries Screening Center
14-3-3 PPI – modulators of human 14-3-3 gamma - Raf peptide interaction. inhibition, % at 40 µM. hit rate 0.19% among 160,000. FP, 14-3-3gamma / TMR-pS259-Raf peptide binding. P61981; in the data active = inhibition above about 30%;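 also: 0% = protein plus tracer without compound and 100% = blank with tracer alone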
Target sequence (P61981 whole entry, looked up): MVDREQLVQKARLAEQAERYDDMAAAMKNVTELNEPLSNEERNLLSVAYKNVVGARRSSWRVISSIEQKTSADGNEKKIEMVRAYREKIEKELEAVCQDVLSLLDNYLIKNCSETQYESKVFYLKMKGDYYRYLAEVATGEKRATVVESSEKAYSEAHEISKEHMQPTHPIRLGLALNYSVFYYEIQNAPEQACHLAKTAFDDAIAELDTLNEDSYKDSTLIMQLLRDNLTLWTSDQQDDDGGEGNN
Active calls of the source: *; & = joins results of further samples. These rows are one share of the data (hit frequency here may not be typical).

SMILES	14-3-3 PPI
Cc1cccc(-c2nc(CCl)c(C)o2)c1	-6
O=C(CCn1c(=S)[nH]c2cc3c(cc2c1=O)OCO3)NCCc1ccc(Cl)cc1	-8
C=CCSc1nnc(-c2cccnc2)o1	-4&-6
CCOC(=O)c1sc2nc3c(cc2c1NC(=O)c1ccccc1)COC(C)(C)C3	0
COc1ccccc1-n1nc(C(=O)Nc2cc(OC)c(OC)c(OC)c2)c2ccccc2c1=O	6
CCOCCCn1c(=N)c(C(N)=S)cc2c(=O)n3cccc(C)c3nc21	9
COC(=O)c1ccc(C(=O)N=c2sc3cccc(OC)c3n2C)cc1	-1
COc1cc(CCN2C(=O)c3cccc4cccc(c34)C2=O)c(S(=O)(=O)NC2CCS(=O)(=O)C2)cc1OC (centres undefined)	-3
Cc1cccc(OCC(O)Cn2c(=N)n(CCN3CCCCC3)c3ccccc32)c1 (centres undefined)	-3
O=[N+]([O-])c1ccc(N2CCN(c3ccc(C(F)(F)F)cc3[N+](=O)[O-])CC2)cc1NCc1ccccc1	1
Cn1c(C(=O)O)cc2c(=O)[nH]c3ccccc3c21	-8
COc1ccc(CC(=O)OCc2cc3ccc(C)cc3[nH]c2=O)cc1	-23
O=C1CC(c2cccs2)CC2=C1C(c1ccccc1)n1ncnc1N2 (centres undefined)	-5
CCOC(=O)c1c(NC(=O)c2cccc(F)c2)sc(C(=O)Nc2ccc(C)c(Cl)c2)c1C	-1
Cc1ccc(-c2cn3c(n2)sc2cc(C)ccc23)cc1	-2
O=C(NC1CC1)c1cc(=O)n(Cc2cccc(Cl)c2)c2ccccc12	-2
COc1ccccc1NC(=O)c1c(NC(=O)c2ccccc2C)sc2c1CCCC2	-5
O=S(=O)(c1ccc(Br)cc1)N1CCSC1c1ccc(Br)cc1 (centres undefined)	2
COc1ccc(-c2cc(C(=O)NCc3ccc(Cl)cc3)no2)cc1OC	-4
N#Cc1c(-c2ccco2)cc(-c2ccccn2)nc1N	-8
O=C(NCc1cccnc1)c1cccc(F)c1	2
COc1ccccc1NC(=O)c1c(O)c2cccc3c2n(c1=O)CC3	-3
Cn1cnc([N+](=O)[O-])c1	-5
O=C(Oc1ccc2sc(=O)oc2c1)c1cccc(C(F)(F)F)c1	0
Cc1ccccc1Cn1c(-c2nonc2N)nc2ccccc21	-39
The listing continues.
SMILES	14-3-3 PPI
COc1ccccc1NC(=O)CN1CCN(CC(=O)Nc2ccc3c(c2)OCO3)CC1	-2&-10
CC(=O)Nc1nc(C)nc(-c2ccccc2OC(C)=O)n1	-5
Cc1ccc(-c2csc3nnc(SCc4csc(C)n4)n23)cc1	2
CCOC(=O)c1cnc2ccccc2c1NCCc1ccccc1	-8
O=C(CCn1c(=O)oc2ccccc21)NCc1ccco1	-1&1
CN(CC(=O)NC1CCCCC1)S(=O)(=O)c1cccc2cccnc12	-8
CC1CCCC(C)N1C(=O)c1ccccc1N (centres undefined)	15
O=C(O)c1cc2c(oc1=O)c(Br)cc1oc3c(c12)CCCC3	9
Cc1ccc(NC(=O)C2CCCN2S(=O)(=O)c2ccc(C)cc2)cc1 (centres undefined)	1
COC(=O)c1ccc(C(=O)Nc2nc(-c3ccccc3)c(C(=O)c3ccccc3)s2)cc1	-10
Clc1ccc(OCCn2ccnc2)c2ccccc12	-4
O=C(Nc1ccc(S(=O)(=O)N2CCOCC2)cc1)c1cccs1	-6
Cc1ccc(-c2nc(NCc3ccco3)c3ccccc3n2)cc1	-10
O=S(=O)(NC1CCCCC1)c1ccc(S(=O)(=O)N2CCN3CCCC3C2)cc1 (centres undefined)	-4
CCC(=O)NCCc1cc2ccc(C)c(C)c2[nH]c1=O	-2
CCC1CCCCN1C(=O)CSc1c2c(nc3ccccc13)CCC2 (centres undefined)	-10
COc1ccc(C2Nc3ccc(C(=O)c4ccccc4)cc3NC3=C2C(=O)CCC3)cc1OC (centres undefined)	2
CC1Cc2ccccc2N1C(=O)Cn1c(=O)oc2ccccc21 (centres undefined)	-6
O=C(OCc1ccccn1)c1ccc(COc2ccccc2Cl)o1	-5
Fc1ccc(-c2nnc(CN3CCC(c4nc5ccccc5s4)CC3)o2)cc1	-7
CCOC(=O)c1c(NC(=O)c2ccccc2Cl)sc(C(=O)NC2CCCCC2)c1C	-12
CCCCOc1ccc(C2Nc3ccccc3S(=O)(=O)N2Cc2ccccc2)cc1 (centres undefined)	-4
COCCNC(=O)Cn1cnc2c1c(=O)n(C)c(=O)n2C	-5
C=CCc1cccc2cc(C(=O)Nc3ccc(C)c(C)c3)c(=O)oc12	-13
Cc1cccc(OCCC(=O)NCC(c2ccccc2)N(C)C)c1 (centres undefined)	-4

Structures listed so far that have a COOH group, in the order listed:
SMILES	14-3-3 PPI
Cn1c(C(=O)O)cc2c(=O)[nH]c3ccccc3c21	-8
O=C(O)c1cc2c(oc1=O)c(Br)cc1oc3c(c12)CCCC3	9

Continuation:
SMILES	14-3-3 PPI
CCOC(=O)c1cnc2c(C#N)c(C)nn2c1C	-5
CSC1=C(C#N)C(c2ccccc2C)C(C#N)=C(N)N1 (centres undefined)	-3
COc1ccc(C2(C(=O)NCCN3CCOCC3)CCOCC2)cc1	-5
CCCCOC(=O)CNS(=O)(=O)c1ccc([N+](=O)[O-])cc1	3
CCOc1ccc2c(c1)sc(=NC(=O)c1ccc(S(=O)(=O)N3CCC(C)CC3)cc1)n2CC	4
Nc1nc(SCC(=O)NCc2ccco2)[nH]c(=O)c1-c1ccccc1	-4
O=C(c1ccc(F)cc1)N1CCN(Cc2ccco2)CC1	0
Clc1ccc(C2CC(c3ccc(-c4ccccc4)cc3)Nc3nnnn32)cc1 (centres undefined)	-2
COc1ccc(C(=O)N2N=C(CCC(C)C)CC2(O)C(F)(F)F)cc1 (centres undefined)	3
COc1ccc(C2/C(=C(\O)c3ccc(Br)cc3)C(=O)C(=O)N2c2cccc(C(F)(F)F)c2)cc1OC (centres undefined)	-8
CC(C)C(=O)Oc1ccc2c(c1)oc(=O)c1ccccc12	-28
CC1=C(C(=O)OC2CCCCC2)C(c2ccc(C)o2)C2=C(CC(C)(C)CC2=O)N1 (centres undefined)	-4
CCCSc1nnc2c(n1)OC(c1ccncc1)Nc1ccc(Br)cc1-2 (centres undefined)	-53
CCc1cccc(NC(=O)CN(C)S(=O)(=O)c2cccc3nsnc23)c1	-7
CCN1CCN(CC(O)COCc2ccccc2)CC1 (centres undefined)	-1
CCN1C2=C(C(=O)CC(C)(C)C2)C(c2ccc(O)c(Br)c2)C2=C1CC(C)(C)CC2=O	-2
O=C(Nc1ccc2c(c1)OCCO2)C1CCN(C(=O)c2ccc(F)cc2)CC1	-9&1
COC(=O)CSc1nc(-c2ccccc2)cc(-c2ccccc2OC)c1C#N	-5
COc1ccc(S(=O)(=O)NC(C)c2ccccc2)cc1OC (centres undefined)	2
CC1=C(C(=O)Nc2ccccc2F)C(c2cccnc2)C2=C(CC(c3ccccc3)CC2=O)N1 (centres undefined)	-2
CN(CC(=O)N1CCN(c2ccccn2)CC1)S(=O)(=O)c1ccc(Br)cc1	-5
CCn1c(=O)c(C(=O)NC(C)c2ccccc2)c(O)c2ccccc21 (centres undefined)	-6
O=C1c2ccc(Br)cc2C(=O)N1C1c2ccccc2Oc2ccccc21	1
Nc1cc(=O)[nH]c(SCc2ccccc2)n1	-5
CCCOc1ccc(N2CC(C(=O)Nc3ccc(F)cc3)CC2=O)cc1 (centres undefined)	3

A second format for 5 compounds above.
compound,14-3-3 PPI
CCCCOC(=O)CNS(=O)(=O)c1ccc([N+](=O)[O-])cc1,3
CCOc1ccc2c(c1)sc(=NC(=O)c1ccc(S(=O)(=O)N3CCC(C)CC3)cc1)n2CC,4
Nc1nc(SCC(=O)NCc2ccco2)[nH]c(=O)c1-c1ccccc1,-4
O=C(c1ccc(F)cc1)N1CCN(Cc2ccco2)CC1,0
Clc1ccc(C2CC(c3ccc(-c4ccccc4)cc3)Nc3nnnn32)cc1 (centres undefined),-2

Remaining list, next part
SMILES	14-3-3 PPI
Nc1nnnn1/N=C/c1ccccc1C(F)(F)F	-6
Cc1ccc(S(=O)(=O)NC(=O)Nc2ccc(Cl)cn2)cc1	-10
COc1cc(N2C(=O)c3ccccc3C2=O)c(Cl)cc1C(=O)OCC(=O)NCc1ccco1	-9
CCOC(=O)c1ccc(Nc2nc3nonc3[nH]c2=O)cc1	-5
O=C(CSc1nnc(Cc2c[nH]c3ccccc23)n1Cc1ccccc1)c1c[nH]c2ccccc12	3
Cc1nnc2n1N=CC=C(C(C)(C)C)S2	-8
CCCCC(=O)NCCc1cc2ccc(OC)cc2[nH]c1=O	2
Cc1ccc2[nH]c3c(c2c1)SC(C)(C)CC3=O	10
CCOC(=O)C1=C(C(=O)OCC)SC(=C2C(=S)C(C)(C)N(C(=O)C(F)(F)F)c3ccc(OCC)cc32)S1	3
O=c1c2oc3ccccc3c2ncn1Cc1ccccc1Cl	-6
O=C(Cn1c(=O)n(-c2ccc(F)cc2)c(=O)c2ccccc21)N1CCCC1	0
CCCCNC(=O)C1(O)c2ccccc2NC(=O)N1c1ccc(OCC)cc1 (centres undefined)	-4
O=[N+]([O-])c1ccc(C2=Nn3c(nnc3-c3cccc(Br)c3)SC2)cc1	0
O=C(Nc1ccc2nsnc2c1)c1ccc2c(c1)OCO2	2&1
CCCNC(=O)c1ccccc1C(=O)NCCC	-4
Cc1cc(C)c2c(n1)nn1c(NCCOCCO)cc(C)nc21	-11
O=C(c1cc2cc(Br)ccc2oc1=O)N1CCSC1c1ccc(Cl)cc1 (centres undefined)	1
Cc1ccc(NS(=O)(=O)c2c(C)noc2C)c(C)c1	-16
CCc1c(C)c(C#N)c2nc3ccccc3n2c1NCCCN(CC)CC	-17
Cc1ccc(SCc2cc(=O)[nH]c(/N=C(\N)Nc3cccc4ccccc34)n2)cc1	-12
CC(C)(C)OC(=O)NCCCCCc1nnc(SCC(=O)Nc2cccc(Cl)c2)o1	-2
Nc1ccc2nsnc2c1	-12
Clc1ccc2nc(-c3cccs3)c(Nc3ccc4c(c3)OCO4)n2c1	7
Nc1ccc(N2CCN(CCO)CC2)cc1	-1
c1ccc(N2CCN(c3ccccn3)CC2)nc1	-4
(cont.)
SMILES	14-3-3 PPI
COC(=O)CSc1nc2sc3c(c2c(=O)n1-c1ccccc1)C(C)CCC3 (centres undefined)	0
COCCCNC(=O)c1cc2cc3ccc(OC)cc3nc2o1	3
Cc1ccc(-c2n[nH]c3c2C(c2cccc(F)c2)N(c2ccc(F)cc2)C3=O)cc1 (centres undefined)	-3
Cc1nn(CC(=O)N(C)C)c(=O)c2ccccc12	-5
Cc1ccc2cc(CN(C(=O)C3CCCO3)C3CCCCC3)c(=O)[nH]c2c1 (centres undefined)	-12
Cn1c(SCC(=O)Nc2ccc(OC(F)(F)F)cc2)nc2c([nH]c3ccccc32)c1=O	2
O=c1[nH]c2ccc(Cl)cc2c(-c2ccccc2)c1N1CCOCC1	2
O=S(=O)(N1CCCCC1)N(CCO)Cc1ccccc1	-1
C=CCNC(=O)COc1ccc(Br)cc1	-3
Cc1onc(-c2ccccc2Cl)c1C(=O)NCCCN(C)C	-1
CC(=O)N1c2c(cc(Br)cc2S(=O)(=O)NCc2ccc(F)cc2)CC1C (centres undefined)	-5
O=C(NC1CCCCCCC1)c1cc(-c2ccccc2)nc2ccccc12	1
Cc1ccc(C)n1/N=C1/NC(=O)CS1	-14
COc1ccc(OC)c(N=c2oc3c(C)ncc(CO)c3cc2C(=O)Nc2cccc(C)c2)c1	-22
O=[N+]([O-])c1ccc(-c2nc3ccc([N+](=O)[O-])cc3o2)cc1	-2
CCOC(=O)N1CCN(C(=O)c2cc(Cl)c(Cl)cc2C(=O)O)CC1	-6
COCc1c(Br)c(C)nc(OCC(=O)O)c1C#N	-3
O=C1NC(c2ccccc2)(C(F)(F)F)SC2=CCCCCN12 (centres undefined)	-9
CCOC(=O)CNc1c(-c2ccc(O)cc2)nc2ccccn12	-4
CCN1C(=O)c2cccc3c(NC(=O)c4ccc(S(=O)(=O)N5CCCC(C)C5)cc4)ccc1c23 (centres undefined)	-10
Nc1ccc2nc(-c3ccc(Cl)cc3)[nH]c2c1	-3
CCN(CC)CC(O)Cn1c2ccc(Br)cc2c2cc(Br)ccc21 (centres undefined)	-16
C=CCNC(=O)C1CCN(C(=O)C2CCN(S(=O)(=O)c3ccc(C)cc3)CC2)CC1	10
CCOC(=O)c1c(NC(=O)c2ccccc2)sc2c(OC)c(Br)ccc12	1
COc1ccc(S(=O)(=O)CCc2nnc(-c3ccncc3)o2)cc1	-5
COc1cc2c(C(=O)NCc3cccs3)cn(C)c(=O)c2cc1OC	11
CC(CCc1ccccc1)NC(=O)c1cc(-c2ccncc2)nc2ccccc12 (centres undefined)	-6
O=C(O)C1CCCCC1C(=O)c1ccc2ccccc2c1O (centres undefined)	-19
O=C(c1ccc2c(c1)OCO2)N(c1ccccc1)C1C=CS(=O)(=O)C1 (centres undefined)	0

Looked up one by one from above (four):
SMILES	14-3-3 PPI
O=C(O)C1CCCCC1C(=O)c1ccc2ccccc2c1O (centres undefined)	-19
CCN(CC)CC(O)Cn1c2ccc(Br)cc2c2cc(Br)ccc21 (centres undefined)	-16
CCCCNC(=O)C1(O)c2ccccc2NC(=O)N1c1ccc(OCC)cc1 (centres undefined)	-4
CCCNC(=O)c1ccccc1C(=O)NCCC	-4

A draw from above in order of formula weight, highest first:
SMILES	14-3-3 PPI
COC(=O)CSc1nc2sc3c(c2c(=O)n1-c1ccccc1)C(C)CCC3 (centres undefined)	0
O=c1[nH]c2ccc(Cl)cc2c(-c2ccccc2)c1N1CCOCC1	2
O=C(O)C1CCCCC1C(=O)c1ccc2ccccc2c1O (centres undefined)	-19
